# C2C12 statin: suppressors of simvastatin-induced myotoxicity in C2C12 myotubes. rescue of ATP level, % at 7.49 µM. 330,000 tested, 0.78% active. AID 602340. ATP luminescence, 48 h; scaled: DMSO 0, geranylgeraniol control 100;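 active means mean ATP rescue above about 67%, or every replicate alone reaching that limit, limit read from the data, passing the limit was not always enough; inconclusive means no clear call, values can overlap the other calls; inactive means mean under the limit and some replicate under it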;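 further: myotubes were challenged with 10 µM simvastatin during compound exposure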
# FN deposit inh: fibronectin deposition inhibition; AH1F fibroblasts, Alexa488-fibronectin deposition fluorescence, overnight; inhibition, % at 12.6 µM; 350,000 tested, 0.086% active; AID 743247;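 active means mean inhibition across replicates of 30% or more, regardless of how many single replicates reach that level; inconclusive means mean under 30% yet at least half of replicates reach 30%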;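 further: positive control wells lacked labelled fibronectin entirely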
#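 Measured by – fluorescence 485/525 nm · System – AH1F fibroblast monolayer, labelled fibronectin deposition · Amount – 10000 cells per well · Buffer or medium – serum-reduced DMEM (2% serum) · Doses – single dose, pinned · Also added – fluorescent fibronectin at 24 nM final · Schedule – 1 h cell attachment, overnight exposure to compound and label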
# PGC1a acetyl inh: modulators of PGC1a acetylation | inhibition, % at 15.6 µM | U2OS PGC1a acetylation, AlphaScreen anti-acetyl-lysine; with virally co-expressed GCN5 acetyltransferase | 350,000 tested, 0.17% active | AID 651687;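 active means every replicate shows inhibition of at least 40%; inconclusive means mean inhibition at least 40% but some replicate below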;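 further: 0% = neutral control wells and 100% = positive control wells; some results beyond the cut were filed as inactive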
# PglD DTNB: PglD (C. jejuni) enzyme inhibition. 360,000 tested, 0.098% active. inhibition, % at 12.5 µM. purified PglD enzyme, DTNB colorimetric CoA detection. AID 602405; in the data active means inhibition above about 16%, passing the limit was not always enough; inconclusive means no clear call, values can overlap the other calls; further: strong numbers were not always called active
# Cneo AK release: causes C. neoformans cell lysis. adenylate kinase release luminescence, 4 h; normalised: neutral wells 0, clomiphene wells 100. lysis activity, % at 15 µM. 360,000 tested, 0.2% active. AID 651654;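 active means mean lysis activity across replicates of at least 80%, whatever share of replicates individually reach that level; inactive means mean lysis activity below 80%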
#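 read-out = cell lysis signal | test system = log-phase Cryptococcus neoformans yeast cells | input = cells at 5 × 10^6 per mL | medium = fresh YPD growth medium | signal = luminescent adenylate kinase detection reagent | timing = 4 h at 37 °C static, read 1 h later | dosing = single dose | controls = Clomiphene as positive lysis control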
# miR-122 sensor: blocks miR-122 activity in Huh7 sensor cells. Huh7 miR-122 Renilla luciferase sensor, 48 h; neutral wells = 0, positive control = 100. AID 602342. 340,000 tested, 0.3% active. activation (reporter increase), % at 12.5 µM;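 active means mean replicate activation score at least 90 and every replicate individually at or above 90; inconclusive means only one of the two criteria met; inactive means neither criterion met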;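 further: higher luciferase means less miR-122 activity so hits act as miR-122 inhibitors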
# CFTR F508del cor: correctors of CFTR F508del function in bronchial epithelial cells; AID 720511; CFBE cells, YFP halide quenching; stimulated with forskolin plus potentiator P3; % fluorescence drop versus neutral controls; 350,000 tested, 0.36% active; activity (quench increase), % at 7.58 µM;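 active means mean added fluorescence quench of at least 8% versus neutral control, with both replicates also reaching 8%; inconclusive means only one of the mean or replicate conditions met; inactive means mean below 8% and not both replicates reaching 8%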;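 further: cells transiently co-express mutant CFTR-F508del with the halide-sensitive YFP; corrector assay measuring rescue of mutant channel to the surface after 24 h compound exposure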
# GSIS activator: primary screen for activators of insulin secretion dependent on glucose, INS-1E cells, GLuc reporter luminescence. INS-1E GLuc reporter insulin secretion, 2-3 h. 370,000 tested, 0.61% active. activation, % at 16.6 µM. AID 743287;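 active means lowest replicate activation of at least 40%, so every replicate reaches that level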;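 further: 0% = median of neutral control wells and 100% = median of IBMX positive control wells; some compounds called inactive have numbers as strong as hits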
# Active calls of the source: *; u = inconclusive; x = not tested or not shown; & = joins results of further samples; [ ] = another dose, or the depositor's remark.
# Results follow in this order: C2C12 statin, FN deposit inh, PGC1a acetyl inh, PglD DTNB, Cneo AK release, miR-122 sensor, CFTR F508del cor, GSIS activator
CCOC(=O)c1c(-c2ccccc2)cn2c(C)cc(C)nc12
  -1, -1, 4, 0, -2, -5, 1.3, -13
CCC(=O)N[C@@H]1CC[C@@H](CC(=O)NCc2ccccc2OC)O[C@H]1CO
  1, x, 4, 3, -2, x, -1.2, 5
O=C(NCCNC(=O)c1ccc(-c2ccc(Cl)c(Cl)c2)o1)c1cnccn1
  -12, 7, 4, -2, -3, -3, 2.1, -35
CCCCc1ccc(NC(=S)NCCc2ccc(F)cc2)cc1
  -14, -18, x, 4, 5, -4, -1.8, 46*
O=C(c1ccc([N+](=O)[O-])o1)N1CCN(c2nc3c(F)cc(F)cc3s2)CC1
  u, x, x, 4, -1, x, -8.5, -9
CCOC(=O)c1c(C)[nH]c(C(=O)OCc2ccc([N+](=O)[O-])cc2)c1C
  -6, x, -4, -3, 1, -7, -1.0, 14
Cc1[nH]nc2c1C(c1c[nH]c3ccccc13)C(C#N)=C(N)O2 (stereo not drawn)
  x, -5, -9, -3, 3, 1, 3.7, -5
O=C(OC[C@@H]1CCCN2CCCC[C@H]12)c1cc2ccccc2oc1=O
  x, x, -3, 0, 1, -6, x, 3
COc1ccc(NC(=O)c2sc3nc(N4CCOCC4)c4c(c3c2N)CC(C)(C)OC4)c(OC)c1
  -43, 13, -1, -4, 0, 1, -0.5, 127*
CC1(C)CC(=O)c2c(-c3cccs3)n[nH]c2C1
  -4, 1, -1, -1, -3, -1, x, x
CC1=NN(C(N)=S)C(=O)C1N=Nc1c(C)n(C)n(-c2ccccc2)c1=O (stereo not drawn)
  -1, -5, 9, 0, -4, 8, 1.3, -10
CCC(=O)N[C@H]1C=C[C@@H](CC(=O)NCc2ccccc2OC)O[C@@H]1CO
  2, x, 18, 3, -1, x, -1.6, 10
Cc1ccccc1-c1cnc2c(c1)C(=O)N([C@H](C)CO)C[C@H](C)[C@@H](CN(C)C(=O)c1ccc(F)cc1)O2
  -9, 7, -3, -3, 1, x, 3.2, -14
O=C(NCc1ccccc1)[C@H]1[C@H](CO)[C@H]2Cn3c(cccc3=O)[C@H]2N1Cc1ccccc1F
  6, x, x, 2, 0, x, x, 15
CN1CCOCCOCCN(C)C(=O)N2CCOCCOCCN(CCOCC2)C1=O
  -4, x, -9, -2, -1, -4, x, 1
Cc1oc2cc3oc(=O)c(CCC(=O)N[C@H](C(=O)O)C(C)C)c(C)c3cc2c1C
  -1, x, -9, -1, 0, 0, -2.3, -7
Cc1ccc(NC(=O)C2CCCN(S(=O)(=O)c3cccc4cccnc34)C2)cc1 (stereo not drawn)
  -10, 12, -5, 1, 1, x, 1.0, -22
O=C(NNc1ccc(Cl)nn1)c1ccc(Cl)cc1
  8, 2, -2, x, x, 6, -0.6, 11
COC(=O)c1sccc1NC(=O)CC1C(=O)NCCN1C(=O)c1ccc(C)c(C)c1 (stereo not drawn)
  x, -7, -2, -4, 2, -6, 0.7, 8
C[C@H]1CN([C@@H](C)CO)S(=O)(=O)c2ccc(Br)cc2O[C@@H]1CN(C)C(=O)c1cccnc1
  2&-1, 6, -6&0, 0&-4, 0&-10, -4, -3.0&-3.6, 0&0
CCN(CC)C(=O)c1cccc(-c2csc(C(O)(c3ccccc3)C(F)(F)F)n2)c1 (stereo not drawn)
  1, 8, -21, 2, -2, 10, -1.3, 45
O=C(c1ccccc1F)N1CC(=O)N2[C@H](C1)[C@H](c1ccc(C#Cc3ccccc3)cc1)[C@@H]2CO
  x, 2, -1, x, x, x, 0.7, -14
C=CCc1cc(C=Nc2ccc(N3CCOCC3)cc2)cc(OCC)c1O
  0, 4, 2, -2, -1, -4, -2.3, -14
CCC(=O)Nc1ccc2c(c1)C(=O)N(C)C[C@@H](OC)[C@H](C)CN(Cc1ccccc1C(=O)O)[C@H](C)CO2
  12, -8, -1, 2, -3, x, 0.4, 12
CCCc1cc(=O)[nH]c(SCC(=O)NCCCC(=O)OCC)n1
  -2, -6, 6, -3, 1, -4, x, x
CC(=O)Nc1ccc(/C=C(\C#N)C(=O)NC2CCCCC2C)cc1 (stereo not drawn)
  -8, 1, 4, x, x, 2, 0.8, -1
CC(=O)Nc1c2c(nn1-c1ccccc1C)CS(=O)C2 (stereo not drawn)
  1, -1, -1, -1, 4, -1, -0.3, 9
CCOC(=O)C1=C(C)NC(=O)NC1c1ccc(OCC(=O)OC)c(OC)c1 (stereo not drawn)
  0, x, -17, 8, -2, -1, x, x
CCOP(=O)(c1ccccc1)C(O)c1ccccc1 (stereo not drawn)
  x, -3, 14, -5, -1, -8, x, 7
C[C@H](CO)N1C[C@H](C)[C@@H](CN(C)Cc2ccccc2)Oc2c(NC(=O)c3ccncc3)cccc2C1=O
  0&-1, x, 0, -1&0, 1&-1, 32[16.7 µM], 0.6&1.8, 19&-1
O=S(=O)(O)C(c1ccccc1)C1(O)CCCCC1 (stereo not drawn)
  -10, -7, 5, -7, 4, 2, 2.9, 14
CCSc1nnc(NC(=O)CN2C(=O)NC3(CCCC3)C2=O)s1
  0, x, x, -5, 0, x, -4.7, 18
Cc1ccn(CC(=O)N2CCCC(N3CCN(c4cccc(C(F)(F)F)c4)CC3)C2)n1 (stereo not drawn)
  -8, -14, x, 1, -1, -21, -4.0, -4
O=C(CCC(=O)N1CCOc2ccccc21)NCCN1CCOCC1
  0, 3, -5, -1, 0, -4, -2.9, 7
O=C(Cc1ccccn1)NCC[C@H]1CC[C@@H](NC(=O)CN2CCOCC2)[C@@H](CO)O1
  -2, -8, -1, 1, 0, x, 2.4, -7
CC(C)CC#Cc1ccc([C@H]2[C@H]3CN(C(=O)c4ccc5c(c4)OCO5)CCCCN3[C@H]2CO)cc1
  x, x, 4, -4, 3, -9[16.7 µM], -1.6, -26
CSCc1cc(N(C)c2ccccc2)nc(-c2ccccn2)n1
  9, 8, x, -2, 4, x, 3.3, -3
Cc1cccc(N2CC(C(=O)Nc3nnc(SCc4ccccn4)s3)CC2=O)c1 (stereo not drawn)
  4, -2, x, -11, 0, x, -0.4, 4
O=C(Nc1cccc(-c2cccc(F)c2)c1)C1CCN(C2CCOCC2)CC1
  -5, 7, -13, 6, 7, -3, 2.2, 30
Cc1cc(NC(=O)CSc2nnc(-c3cccnc3)n2C2CCCCC2C)no1 (stereo not drawn)
  -2, x, -2, 4, -2, -6, x, x
COc1ccc(-c2nnc(N(C)C(=O)c3ccco3)s2)cc1OC
  23, -3, x, 1, 2, x, 0.4, 3
N#Cc1cccc(-c2ccc3c(c2)[C@H]2[C@H](CCN2C(=O)CN2CCOCC2)[C@H](CO)N3)c1
  -4, 20, 6, -1, -17, -5[16.7 µM], 2.8, 16
COc1ccc(C#Cc2ccc3c(c2)O[C@@H](CN(C)C(=O)Nc2cccc(OC)c2)[C@H](C)CN([C@H](C)CO)S3(=O)=O)cc1
  -94, 0, -15, 4, -3, 12[16.7 µM], 9.4*, -23
COCC(=O)N1C[C@@H](C)[C@H](OC)CN(C)C(=O)c2ccc(NC(=O)NC(C)C)cc2OC[C@@H]1C
  5, -2, -9, 1, 0, -2[16.7 µM], 2.1, -2
C[C@H](NC(=O)C[C@@H]1C[C@@H]2c3cc(NS(=O)(=O)c4ccc(F)cc4)ccc3O[C@@H]2[C@@H](CO)O1)c1ccccc1
  1, -4, -7, -1, -1, 12[16.7 µM], 0.8, -14
C[C@H]1CN([C@@H](C)CO)C(=O)CCCn2cc(nn2)CO[C@@H]1CN(C)C(=O)Nc1ccccc1
  -4&-2&12, -3&-4, 1&2, 2&3, -4&-4, -1, 3.6&1.4&-0.7, -5&-1
COc1ccc(C(=O)N/C(=C/c2cccnc2)C(=O)Nc2cccc(C(C)=O)c2)cc1OC
  -1, -1, x, x, x, -4, 0.5, -2
C[C@@H]1CN([C@@H](C)CO)C(=O)c2cc(N(C)C)ccc2O[C@@H](C)CCCCO[C@H]1CN(C)Cc1ccccc1
  13, x, -1, -1, 6, 5[16.7 µM], 1.3, -10
CCCCc1nc(NCCNC(=O)c2ccccc2)c(C#N)c2c1CSC(C)(C)C2
  x, x, -15, 8, 0, -1, x, x
Cc1noc(C)c1S(=O)(=O)Nc1ccc2c(c1)CC(=O)N([C@@H](C)CO)C[C@H](C)[C@@H](CN(C)C(=O)Nc1ccc(C(F)(F)F)cc1)O2
  -3, -2, -2, -1, 2, -10[16.7 µM], 1.1, -16

# Continuation:
# Results follow in this order: C2C12 statin, FN deposit inh, PGC1a acetyl inh, PglD DTNB, Cneo AK release, miR-122 sensor, CFTR F508del cor, GSIS activator
COCC#Cc1ccc([C@@H]2[C@H]3CN(Cc4ccccc4F)CCCCN3[C@H]2CO)cc1
  -16, x, 5, 3, -1, 5[16.7 µM], 3.9, -16
CSc1cccc(NS(=O)(=O)c2ccc3c(c2)NC(=O)C(C)C(=O)N3)c1 (stereo not drawn)
  5, 3, x, -3, -4, x, -1.4, -4
Cc1noc(C)c1NC(=O)N(C)C[C@H]1OCCCC[C@H](C)Oc2ccc(NS(=O)(=O)c3ccc(Cl)cc3)cc2C(=O)N([C@@H](C)CO)C[C@H]1C
  x, 7, -1, -1, -3, 26[16.7 µM], -3.5, 7
O=C(CN1CCCCC1)Nc1ccc(S(=O)(=O)c2ccc(NC(=O)CN3CCCCC3)cc2)cc1
  1, 8, 3, 3, -2, 8, 0.4, 6
O=C(NCC1COCCO1)c1ccc(OC2CCN(CCc3ccccc3)CC2)cc1 (stereo not drawn)
  x, 4, 6, -1, -2, 2, -1.6, 1
COc1ccc(-c2cnc3c(c2)C(=O)N([C@@H](C)CO)C[C@H](C)[C@H](CN(C)C)O3)cc1
  5, 2, -6, 3, 0, 3[16.7 µM], 0.2, 18
COc1ccc(/C=C(\NC(=O)c2ccc([N+](=O)[O-])cc2)C(=O)NCCCN2CCOCC2)cc1
  -2, 4, 5, 0, 9, -5, 0.9, 3
CC[C@@]12C(=O)N(c3cccc(F)c3)C(=O)N1[C@H](c1ccc(F)cc1)[C@@H]1C(=O)N(C3CCCCC3)C(=O)[C@@H]12
  x, x, -4, 1, 0, -4, x, x
C[C@H]1CN([C@@H](C)CO)C(=O)c2cccc(NC(=O)Nc3ccc(C(F)(F)F)cc3)c2O[C@H]1CN(C)CC1CC1
  10, x, 25, -1, 14, 3[16.7 µM], -1.4, x
O=C(c1cccc(S(=O)(=O)NCc2ccccc2)c1)N1CCN(c2ccccc2Cl)CC1
  2, -14, x, 5, -1, x, 1.3, x
COc1ccc2c3c(n(C)c2c1)[C@@H](CO)N(C(=O)Nc1cccc(F)c1)CC31CN(Cc2nccs2)C1
  x, 4, -5, x, x, x, -0.2, -11
O=C(Nc1ccccc1)N1CCCCN2[C@H](C1)[C@@H](c1ccc(Br)cc1)[C@@H]2CO
  8, x, -4, -2, 1, -3[16.7 µM], 1.4, -20
O=c1cc(O)nc(-c2ccc(Cl)cc2)s1
  2, 12, x, -3, -1, -7, 0.6, -24
N#CC(C(=O)NC1CCCCC1)=C1CCCCCC1
  x, 4, -6, 9, -2, 0, 0.2, x

# Screening results (PubChem BioAssay)
